ERAP1 HTS inh = blocks human ERAP1 aminopeptidase activity; Q9NZ08; recombinant ERAP1, Leu-AMC fluorescence, 60 min; inhibition, % at 10.7 µM; 0.15% of 340,000 active; AID 652197;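 active = mean replicate inhibition of at least 30%, or all replicates individually reaching that 30% level; inactive = mean below 30% and not every replicate reaching it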;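 note: 0% = neutral control wells and 100% = L-leucinethiol positive control wells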
Target sequence (Q9NZ08 whole entry, looked up): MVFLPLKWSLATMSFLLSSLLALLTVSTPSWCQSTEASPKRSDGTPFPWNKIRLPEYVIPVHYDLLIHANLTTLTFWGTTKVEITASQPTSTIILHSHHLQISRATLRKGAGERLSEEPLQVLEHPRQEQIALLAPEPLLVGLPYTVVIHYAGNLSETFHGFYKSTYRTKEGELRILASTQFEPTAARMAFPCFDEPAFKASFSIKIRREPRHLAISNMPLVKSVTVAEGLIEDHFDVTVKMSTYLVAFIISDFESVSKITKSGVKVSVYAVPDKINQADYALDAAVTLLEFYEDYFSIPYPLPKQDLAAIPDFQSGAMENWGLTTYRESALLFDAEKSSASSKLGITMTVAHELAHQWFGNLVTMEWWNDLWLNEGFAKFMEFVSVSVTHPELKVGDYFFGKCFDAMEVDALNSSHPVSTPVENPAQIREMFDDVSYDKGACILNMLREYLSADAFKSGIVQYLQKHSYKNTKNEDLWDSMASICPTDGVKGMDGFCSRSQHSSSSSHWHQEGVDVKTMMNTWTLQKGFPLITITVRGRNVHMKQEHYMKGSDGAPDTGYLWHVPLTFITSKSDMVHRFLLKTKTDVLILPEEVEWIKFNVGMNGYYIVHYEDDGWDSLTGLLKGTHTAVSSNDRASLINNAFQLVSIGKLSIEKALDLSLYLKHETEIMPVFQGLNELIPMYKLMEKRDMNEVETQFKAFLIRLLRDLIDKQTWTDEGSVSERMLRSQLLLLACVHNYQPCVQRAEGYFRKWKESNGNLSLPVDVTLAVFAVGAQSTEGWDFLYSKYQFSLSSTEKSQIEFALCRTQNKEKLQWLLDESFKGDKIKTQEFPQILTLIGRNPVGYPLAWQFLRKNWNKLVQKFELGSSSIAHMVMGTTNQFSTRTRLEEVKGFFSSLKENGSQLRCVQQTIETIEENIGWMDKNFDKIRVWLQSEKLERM
S100A4 MyoIIA = inhibitors of human S100A4 binding to myosin IIA peptide; P26447; S100A4/TAMRA-MyoIIA peptide fluorescence polarization; inhibition, % at 10.7 µM; 0.14% of 360,000 active; AID 652163;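 active = mean inhibition of at least 70% across replicates, with every replicate also reaching that level; inconclusive = mean inhibition reaches 70% but some replicates fall short; inactive = mean inhibition below 70%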
Target sequence (P26447 whole entry, looked up): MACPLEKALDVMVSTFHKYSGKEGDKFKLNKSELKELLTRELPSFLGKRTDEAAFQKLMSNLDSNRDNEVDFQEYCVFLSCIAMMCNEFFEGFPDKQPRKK
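Test system: S100A4 monomer protein. Medium: HEPES buffer with Ca2+, pH 7.2. Reagent: fluorescent myosin IIA peptide, 5 nM. Compound dosing: single-point compound testing. Timing: 5 min between mix addition and reading. Benchmarks: DMSO neutral and TFP positive wells.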
PGC1a acetyl inh = lowers PGC1a acetylation signal in U2OS cells. inhibition, % at 15.6 µM. 0.17% of 350,000 active. AlphaScreen anti-acetyl-lysine; with virally co-expressed GCN5 acetyltransferase;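 active = every replicate shows inhibition of at least 40%; inconclusive = mean inhibition at least 40% but some replicate below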;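 note: 0% = neutral control wells and 100% = positive control wells; some results beyond the cut were filed as inactive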
FN deposit inh = fibronectin deposition inhibition | AH1F fibroblasts, Alexa488-fibronectin deposition fluorescence, overnight | inhibition, % at 12.6 µM | 0.086% of 350,000 active | AID 743247;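 active = mean inhibition across replicates of 30% or more, regardless of how many single replicates reach that level; inconclusive = mean under 30% yet at least half of replicates reach 30%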;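 note: positive control wells lacked labelled fibronectin entirely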
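material = AH1F fibroblast monolayer depositing Alexa488-labelled fibronectin into matrix | amount = 10000 AH1F cells/well | buffer or medium = DMEM plus 2% serum, read in PBS | incubation = 1 h cell adhesion before compound, then overnight fibronectin incubation | detection = fluorescence at 485 nm excitation, 525 nm emission | evaluation = percent inhibition as loss of matrix-bound fibronectin fluorescence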
PAX8 inh HTS = lowers PAX8-driven luciferase in RMG-I cells; AID 652154; inhibition, % at 12.6 µM; RMG-I TPO-luciferase reporter, SteadyGlo, 24 h; 1.2% of 360,000 active;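 active = mean replicate inhibition at least 60% with every replicate also reaching 60%; inconclusive = only one of the two criteria is met; inactive = mean below 60% and not all replicates reaching 60%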;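 note: luciferase light reporting Pax8 driven TPO promoter activity; plate controls were median of neutral control wells for no effect and mitoxantrone controls for full effect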
PglD DTNB = inhibitors of Campylobacter jejuni PglD acetyltransferase | AID 602405 | purified PglD enzyme, DTNB colorimetric CoA detection | 0.098% of 360,000 active | inhibition, % at 12.5 µM; in the data active = inhibition above about 16%, passing the limit was not always enough; inconclusive = no clear call, values can overlap the other calls; note: strong numbers were not always called active
LGR2 inh = Drosophila LGR2 receptor signaling inhibition. inhibition, % at 9.99 µM. 0.35% of 380,000 active. HEK293 LGR2, CRE-luciferase, bursicon-stimulated, 4 h;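 active = drop in luminescence signal, shown as inhibition above about 50% in the replicate tests, limit read from the data, passing the limit was not always enough; inconclusive = probably only some replicates passing the limit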;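 note: agonist challenge used bursicon conditioned medium at about half maximal strength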
EWS-Fli block = blocks EWS/Fli oncoprotein-driven transcription. A673 NR0B1-luciferase reporter, viability-normalised. AID 651661. inhibition, % at 12.6 µM. 0.67% of 350,000 active;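 active = mean inhibition of at least 50% after viability correction, with every replicate also passing that limit; inconclusive = mean reaches 50% but only one of two replicates passes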;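 note: firefly luciferase signal divided by Alamar Blue viability fluorescence both relative to DMSO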
* hit, by the source's call; ? = inconclusive; nt = no result given.

Field names – A = ERAP1 HTS inh; B = S100A4 MyoIIA; C = PGC1a acetyl inh; D = FN deposit inh; E = PAX8 inh HTS; F = PglD DTNB; G = LGR2 inh; H = EWS-Fli block
O=C(C1CCCC1)N1C[C@@H]2[C@H](c3ccccc31)[C@@H](CO)N2C(=O)c1ccccc1F
  A = -1; B = 115*; C = 2; D = 2; E = -4; F = 1; G = 14; H = 2

COc1ccccc1C(=O)Nc1ccc2c(c1)OC[C@H](C)N(C(C)=O)C[C@H](C)[C@@H](OC)CN(C)C2=O
  A = nt; B = -2; C = 5; D = 5; E = 5; F = 1; G = 6; H = 3

N/C(=N\OC(=O)c1ccc(Cl)cc1)c1ccn[nH]1
  A = 1; B = -1; C = 5; D = nt; E = -21; F = 0; G = ?; H = -1

CN(C(=O)CCCN1C(=O)c2ccccc2C1=O)C1CCCCC1
  A = 2; B = 3; C = -4; D = 3; E = -34; F = 5; G = 0; H = -12

CSc1ccc(C(=O)NC2CCSc3ccccc32)cc1 (centres undefined)
  A = 1; B = -3; C = -21; D = 2; E = 5; F = 3; G = -7; H = -28

COc1cc(NC(=O)c2sc3ncn(CC(=O)N4CCC(C)CC4)c(=O)c3c2C)cc(OC)c1OC
  A = -1; B = -1; C = -4; D = -10; E = -146; F = -5; G = 17; H = nt

C[C@@H]1CN([C@@H](C)CO)S(=O)(=O)c2ccc(-c3ccccc3)cc2O[C@H]1CN(C)Cc1cncnc1
  A = -3; B = 18; C = 3; D = nt; E = -6; F = -2; G = 3; H = 4

COCC(=O)N1C[C@@H](C)[C@@H](OC)CN(C)C(=O)c2ccc(NC(=O)NC(C)C)cc2OC[C@@H]1C
  A = 0; B = 28; C = 11; D = -17; E = nt; F = 6; G = 14; H = 11

CCN1/C(=C\C(=S)Nc2ccccc2)Sc2ccccc21
  A = 1; B = -15; C = nt; D = -11; E = -71; F = -2; G = nt; H = -62

CCN(CC(=O)Nc1cc(Cl)ccc1C)C(=O)C1COc2ccccc2O1 (centres undefined)
  A = 1; B = -2; C = 3; D = 1; E = -1; F = nt; G = -10; H = 9

C=CCNC(=O)COCc1cc(-c2ccc3c(c2)OCO3)on1
  A = -5; B = 3; C = 12; D = 2; E = -32; F = 1; G = -9; H = -17

CC1(C)N=C(N)N=C(N)N1c1cccc(C#N)c1
  A = -3; B = 5; C = nt; D = nt; E = 30; F = nt; G = 22; H = 43

COc1ccc2cc(Br)ccc2c1CC(=O)NCC1CCCO1 (centres undefined)
  A = -2; B = 7; C = nt; D = -7; E = -3; F = -1; G = -20; H = -8

COc1ccc(C(=O)OCCCc2cc3ccccc3c(=O)o2)cc1
  A = nt; B = -5; C = nt; D = -43; E = 36; F = 2; G = 4; H = -4

C[C@@H]1CCCCO[C@H](CN(C)S(C)(=O)=O)[C@H](C)CN([C@@H](C)CO)C(=O)c2cc(NC(=O)CCCN(C)C)ccc2O1
  A = -3; B = 7; C = -6; D = nt; E = -7; F = -3; G = -13; H = -6

COc1ccc(OC)c(C(=O)COC(=O)CN2C(=O)NC3(CCCCC3C)C2=O)c1 (centres undefined)
  A = 6; B = -5; C = 2; D = -3; E = -3; F = -2; G = 8; H = 0

Cc1ccc(SC(C)C(=O)NCC(C)C)cc1 (centres undefined)
  A = -1; B = 6; C = -7; D = nt; E = nt; F = -5; G = 22; H = -4

CCN(CC)CCCNC(=O)c1ccc2c(Cl)c3c(nc2c1)CCCC3
  A = 2; B = -2; C = nt; D = -25; E = -19; F = nt; G = 9; H = -1

O=P(COCCCCCOCP(=O)(c1ccccc1)c1ccccc1)(c1ccccc1)c1ccccc1
  A = 13; B = 2; C = -15; D = 1; E = 10; F = nt; G = 20; H = 8

C/C=C/C(=O)OCC(=O)Nc1ccc(OC)c(OC)c1
  A = 2; B = 0; C = nt; D = nt; E = 5; F = nt; G = -12; H = 6

COc1ccc([Si](C)(C)[C@H]2[C@H](CCO)O[C@@]3(C(=O)N(Cc4ccccc4)c4ccc(N5CCOC5=O)cc43)[C@@H]2C)cc1
  A = 1; B = -2; C = 14; D = nt; E = 51; F = 1; G = nt; H = 14

O=C(c1ccc(S(=O)(=O)c2cccc(Cl)c2)c([N+](=O)[O-])c1)N1CCN(Cc2ccccc2)CC1
  A = -1; B = 3; C = nt; D = -15; E = 46; F = nt; G = 5; H = nt

COc1cc(/C=C/C(=O)O)cc(S(=O)(=O)NCCO)c1OC
  A = nt; B = nt; C = nt; D = -2; E = 5; F = 3; G = 1; H = nt

O=C(Nc1ccc2c(c1)[C@@H]1C[C@H](CC(=O)N3CCOCC3)O[C@@H](CO)[C@@H]1O2)Nc1ccccc1F
  A = -3; B = -6; C = -6; D = 7; E = -4; F = 5; G = 2; H = 0

Cc1ccc(S(=O)(=O)N2CC[C@@H]3[C@H](CO)Nc4ccc(-c5ccccc5F)cc4[C@@H]32)cc1
  A = 1; B = 4; C = -14; D = -4; E = -26; F = 3; G = 24; H = -11

CC(C)NC(=O)N(C)C[C@H]1Oc2ccc(NC(=O)Nc3cccc4ccccc34)cc2C(=O)N([C@H](C)CO)C[C@H]1C
  A = -1; B = -10; C = 0; D = nt; E = 16; F = 4; G = -8; H = -3

Nc1nncn1C(=O)CCCOc1ccccc1
  A = 1; B = 0; C = 5; D = -1; E = -1; F = 1; G = -4; H = nt

Cc1cc(C(=O)N/N=C/c2c(C)[nH]c3ccccc23)n[nH]1
  A = -1; B = -4; C = 2; D = -12; E = 5; F = 0; G = -9; H = -1

O=C1NC(Cc2c[nH]c3ccccc23)C(=O)N1Cc1cccc2ccccc12 (centres undefined)
  A = 0; B = 3; C = nt; D = 8; E = 8; F = 5; G = 4; H = 12

COc1cccc(CNC(=O)C[C@H]2CC[C@@H](NC(C)=O)[C@@H](CO)O2)c1
  A = -1; B = -8; C = -6; D = 5; E = 1; F = -3; G = -5; H = -3

Cc1ccc(NC(=O)COC(=O)CN2C(=O)C3CCCCC3C2=O)cc1S(=O)(=O)N1CCOCC1 (centres undefined)
  A = nt; B = nt; C = nt; D = 1; E = 5; F = -4; G = -7; H = nt

COc1ccc(CSc2cccc3cccnc23)cc1[N+](=O)[O-]
  A = 0; B = -5; C = nt; D = -2; E = -41; F = nt; G = -49; H = -46

O=C1COc2cc(O)ccc21
  A = 3; B = -4; C = 10; D = 1; E = nt; F = 0; G = -8; H = 0

O=C1OCCN1C(=O)[C@H]1[C@H](c2ccc(Cl)cc2)C(c2ccccc2)=NN1c1ccccc1
  A = nt; B = 2; C = 8; D = nt; E = 3; F = -4; G = 18; H = -2

O=C(Nc1ccccc1F)N1CC(=O)N2[C@@H](CO)[C@H](c3ccc(-c4ccccc4)cc3)[C@@H]2C1
  A = 0; B = -11; C = 8; D = nt; E = -31; F = nt; G = -4; H = 10

CN(C)CCCNC(=O)C[C@H]1C=C[C@@H](NC(=O)Cc2cccnc2)[C@H](CO)O1
  A = 0; B = 3; C = 7; D = 1; E = -12; F = -4; G = -10; H = 4

CC(=O)N1N=C(c2ccc(C)cc2)OC1c1ccc(Br)cc1 (centres undefined)
  A = -1; B = -3; C = -27; D = -2; E = -150; F = nt; G = -95; H = -140

O=C(C1CCCCC1)N1C[C@@H]2[C@H](c3ccccc31)[C@H](CO)N2CC1CCOCC1
  A = -2; B = 10; C = 2; D = nt; E = 0; F = -1; G = -10; H = -8

Cc1cccc(CC(=O)Nc2cc(=O)n(C)c(=O)n2C)c1
  A = nt; B = -6; C = 3; D = -10; E = -37; F = 1; G = -6; H = -1

C[C@H](CO)N1C[C@H](C)[C@H](CN(C)C(=O)Nc2ccc(C(F)(F)F)cc2)OCc2cn(nn2)CCCC1=O
  A = nt; B = nt; C = 2; D = -2; E = 8; F = nt; G = -1; H = 5

CN(CCCNC(=O)c1cn(C)c2ccc(S(=O)(=O)N(C)C)cc2c1=O)c1ccccc1
  A = -4; B = 3; C = nt; D = 0; E = -11; F = 4; G = -14; H = -7

O=C(OCc1ccccc1)N1CCOCCOCCN(C(=O)OCc2ccccc2)CCOCCOCC1
  A = 5; B = 3; C = -22; D = nt; E = nt; F = -1; G = -2; H = 1

COc1ccc(-c2ccc(CCC(=O)O)n2-c2ccccc2O)cc1
  A = nt; B = -1; C = -1; D = -3; E = -43; F = -7; G = -50; H = -13

Cc1nc(SCC(=O)Nc2cc(C(N)=O)cc(C(N)=O)c2)c2c(C)c(C)sc2n1
  A = -3; B = -10; C = 0; D = 6; E = 2; F = -2; G = 0; H = 9

CCCCNC(=O)CN1C(=O)NC(CCc2ccccc2)C1=O (centres undefined)
  A = 6; B = -1; C = nt; D = 11; E = 2; F = nt; G = nt; H = -4

Ordered by SMILES length (low to high): part of the list above
Field names – A = ERAP1 HTS inh; B = S100A4 MyoIIA; C = PGC1a acetyl inh; D = FN deposit inh; E = PAX8 inh HTS; F = PglD DTNB; G = LGR2 inh; H = EWS-Fli block
O=C1COc2cc(O)ccc21
  A = 3; B = -4; C = 10; D = 1; E = nt; F = 0; G = -8; H = 0

CC(=O)N1N=C(c2ccc(C)cc2)OC1c1ccc(Br)cc1 (centres undefined)
  A = -1; B = -3; C = -27; D = -2; E = -150; F = nt; G = -95; H = -140

COc1ccc(-c2ccc(CCC(=O)O)n2-c2ccccc2O)cc1
  A = nt; B = -1; C = -1; D = -3; E = -43; F = -7; G = -50; H = -13

O=C(OCc1ccccc1)N1CCOCCOCCN(C(=O)OCc2ccccc2)CCOCCOCC1
  A = 5; B = 3; C = -22; D = nt; E = nt; F = -1; G = -2; H = 1

Cc1ccc(NC(=O)COC(=O)CN2C(=O)C3CCCCC3C2=O)cc1S(=O)(=O)N1CCOCC1 (centres undefined)
  A = nt; B = nt; C = nt; D = 1; E = 5; F = -4; G = -7; H = nt

O=C1OCCN1C(=O)[C@H]1[C@H](c2ccc(Cl)cc2)C(c2ccccc2)=NN1c1ccccc1
  A = nt; B = 2; C = 8; D = nt; E = 3; F = -4; G = 18; H = -2

O=C(Nc1ccccc1F)N1CC(=O)N2[C@@H](CO)[C@H](c3ccc(-c4ccccc4)cc3)[C@@H]2C1
  A = 0; B = -11; C = 8; D = nt; E = -31; F = nt; G = -4; H = 10

C[C@H](CO)N1C[C@H](C)[C@H](CN(C)C(=O)Nc2ccc(C(F)(F)F)cc2)OCc2cn(nn2)CCCC1=O
  A = nt; B = nt; C = 2; D = -2; E = 8; F = nt; G = -1; H = 5

Continuation:
Field names – A = ERAP1 HTS inh; B = S100A4 MyoIIA; C = PGC1a acetyl inh; D = FN deposit inh; E = PAX8 inh HTS; F = PglD DTNB; G = LGR2 inh; H = EWS-Fli block
COc1ccc(CCn2c(C)c(C(C)=O)c(C(C)=O)c2C)cc1OC
  A = 0; B = 17; C = nt; D = nt; E = 6; F = 1; G = 4; H = -8

CNC(=O)C[C@@H]1CC[C@@H]2[C@@H](COc3ccc(NC(=O)Nc4ccc(F)cc4)cc3C(=O)N2C)O1
  A = -1; B = 4; C = 4; D = 1; E = -13; F = 0; G = 13; H = 0

COc1cc(C(=O)NCc2ccncc2)cc(Br)c1OCc1ccccc1
  A = 1; B = -2; C = nt; D = 2; E = 27; F = 2; G = 20; H = 30

O=C1c2ccccc2S(=O)(=O)c2cc(N3CCC4(CC3)OCCO4)ccc21
  A = 3; B = -3; C = nt; D = -9; E = -182; F = nt; G = -16; H = -181

C=CCNC(=O)/C(C#N)=C/c1ccccc1[N+](=O)[O-]
  A = -2; B = 3; C = nt; D = 9; E = -2; F = nt; G = 16; H = -6

High-throughput results: PubChem, Broad Institute
